Screening data from PubChem BioAssay.
CHO-K1 Ca PAM = nonselective calcium activators in parental CHO-K1 cells, primary screen, counter-screen for M1 PAM project, cell-based, Fluo-8 calcium fluorescence, full deck, 1536-well. activation, % at 3 µM. ATP EC20; 0% at ATP EC20, 100% at ATP max. AID 602247, 2012. 360,000 compounds, 0.02% hits;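 active = activation above the run cutoff, the mean activation of all test compounds plus 3 SD, cut at about 40% in these data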;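 also: peak over basal fluorescence ratio in a 140 s read after ATP addition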
OXTR potentiate = human OXTR potentiators, primary screen, fluorescence, CHO-OTR cells, Fluo-8 calcium; 320,000 compounds, 0.061% hits; activation, % at 3 µM; Fluo-8 calcium fluorescence, potentiator mode; 0% = oxytocin EC15, 100% = EC100; Oxytocin receptor (Homo sapiens), P30559;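 active = activation above that plate's cutoff, the mean activation of tested compounds plus 3 SD, cut at about 6.6% in these data, passing the limit was not always enough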;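 also: 100% uses oxytocin at 75 nM as the full agonist control; some results filed as inactive read as strong as hits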
Target sequence (P30559 whole entry, looked up): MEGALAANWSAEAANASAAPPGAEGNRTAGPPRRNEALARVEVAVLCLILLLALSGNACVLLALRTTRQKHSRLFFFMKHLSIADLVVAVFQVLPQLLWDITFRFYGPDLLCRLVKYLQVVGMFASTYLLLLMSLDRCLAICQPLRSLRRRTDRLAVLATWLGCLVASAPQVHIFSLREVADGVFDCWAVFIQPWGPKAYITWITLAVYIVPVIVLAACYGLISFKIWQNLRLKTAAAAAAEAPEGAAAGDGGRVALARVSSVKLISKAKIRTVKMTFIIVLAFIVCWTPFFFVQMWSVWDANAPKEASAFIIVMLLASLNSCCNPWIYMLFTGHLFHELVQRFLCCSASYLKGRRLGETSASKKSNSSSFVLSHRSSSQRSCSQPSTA
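test system = CHO-OTR cells, human receptor | compound = single-point 3.0 µM | schedule = 6 min compound pre-incubation at room temperature, 100 s kinetic read | signal = Fluo-8 no-wash calcium dye fluorescence, excitation 470-495 nm, emission 515-575 nm | repeats = single well per compound, singlicate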
CHRM1 antagonist = human M1 muscarinic receptor antagonists, primary screen, CHO-K1 cells, Fluo-8 calcium fluorescence, 1536-well; CHO-K1 hM1, ACh EC80 antagonist; inhibition, % at 3 µM; 360,000 compounds, 1.3% hits; AID 588852, 2011;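 active = percent inhibition above its own plate's cutoff, namely the mean of that plate's compound wells plus 3 SD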;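 also: peak over basal fluorescence ratio during 140 s after agonist addition; 0% = ACh EC80 plus DMSO and 100% = DMSO alone without agonist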
Target sequence (P11229 whole entry, looked up): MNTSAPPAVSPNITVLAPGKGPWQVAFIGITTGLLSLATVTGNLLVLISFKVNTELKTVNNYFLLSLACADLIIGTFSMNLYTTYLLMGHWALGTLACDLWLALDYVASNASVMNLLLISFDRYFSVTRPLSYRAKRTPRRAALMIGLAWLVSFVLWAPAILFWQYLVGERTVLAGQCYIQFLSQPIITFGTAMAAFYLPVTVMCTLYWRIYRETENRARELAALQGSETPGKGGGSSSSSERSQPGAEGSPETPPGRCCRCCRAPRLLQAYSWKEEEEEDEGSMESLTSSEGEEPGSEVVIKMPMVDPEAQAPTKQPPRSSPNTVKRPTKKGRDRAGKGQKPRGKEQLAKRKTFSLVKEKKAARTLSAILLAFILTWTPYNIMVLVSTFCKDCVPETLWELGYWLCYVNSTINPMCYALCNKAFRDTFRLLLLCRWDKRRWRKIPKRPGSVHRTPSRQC
TAAR1 ag = human TAAR1 agonists, primary screen, Fluo-8 calcium fluorescence, CHO RD-HGA16 cells | 360,000 compounds, 0.99% hits | Trace amine-associated receptor 1 (Homo sapiens), Q96RJ0 | vehicle wells 0%, saturating PEA agonist 100% | AID 624467, 2012 | activation, % at 3 µM;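 active = activation above the mean activation of all test compounds in the run plus 3 SD, cut at about 38% in these data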
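Assay system: CHO-derived RD-HGA16 cells with stable Gα16 and human TAAR1; timing: 17-24 h seeding, 75 min 37 °C dye, 30 min RT; read-out: % activation from peak over basal fluorescence ratio, DMSO-to-PEA scaled; measured by: kinetic Fluo-8 calcium fluorescence; benchmarks: low control DMSO, high control PEA (EC100); doses: 3 µM single concentration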
M1 ag = human M1 muscarinic receptor agonists, primary screen, Fluo-8 calcium fluorescence, CHO-K1 cells, HTS. Muscarinic acetylcholine receptor M1 (Homo sapiens), P11229. CHO-K1 hM1, agonist mode; 0% DMSO, 100% acetylcholine EC100. activation, % at 3 µM. 360,000 compounds, 0.33% hits;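 active = activation above the run's mean compound activation plus 3 SD, cut at about 16% in these data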;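 also: peak over basal fluorescence ratio within a 140 s kinetic read after compound addition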
CHO parental Ca = ATP-evoked calcium signal inhibitors, parental CHO, primary screen, counter-screen for OX1R antagonist project, cell-based, fluorescence, Fluo-8 calcium dye | parental CHO-K1, ATP-induced calcium, Fluo-8 fluorescence | inhibition, % at 5.6 µM | 330,000 compounds, 0.63% hits | AID 463079, 2010;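 active = inhibition above that plate's mean sample inhibition plus 3 SD, cut at about 26% in these data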;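 also: 0% = ATP-challenged DMSO wells and 100% = DMSO wells without ATP; some compounds past the cut are filed as inactive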
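Material: Parental CHO cells | Reagent: ATP | Compound dosing: Single nominal dose of 5.6 µM per compound | Detection: Intracellular calcium via Fluo-8 no-wash fluorescent dye | Read-out: % inhibition of ATP-induced calcium mobilization | Benchmarks: Low control ATP plus DMSO, high control DMSO only | Replicates: Singlicate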
CHO-K1 Ca antag = M1 antagonist counterscreen hit in parental CHO-K1 cells; inhibition, % at 3 µM; ATP-induced calcium, Fluo-8 fluorescence; 360,000 compounds, 0.6% hits;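 active = inhibition above a per-plate cutoff, the plate's mean sample inhibition plus 3 SD, cut at about 24% in these data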;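 also: 0% = DMSO plus EC80 ATP and 100% = DMSO alone without ATP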
TAAR1 antagonist = human TAAR1 antagonists, primary screen, Fluo-8 calcium fluorescence, CHO RD-HGA16 cells; Trace amine-associated receptor 1 (Homo sapiens), Q96RJ0; antagonist; inhibition, % at 3 µM; 360,000 compounds, 1.5% hits; AID 624466, 2012;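 active = inhibition above a per-plate cutoff, the mean inhibition of test compounds on that plate plus 3 SD, cut at about 49% in these data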;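 also: 0% = DMSO plus EC80 beta-PEA response and 100% = DMSO alone without agonist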
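Material: CHO RD-HGA16 cells bearing hTAAR1; compound dosing: one-point dosing, 3 µM nominal final; schedule: dye loading 75 min at 37 °C, then 30 min room temperature; measured by: calcium fluorescence with Fluo-8; control set: vehicle and agonist controls; replication: n of 1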
M1 ag parental = counter-screen for M1 agonists: effect in parental CHO-K1 cells; Fluo-8 calcium fluorescence; scaled to maximal ATP response, vehicle zero; activation, % at 3 µM; 360,000 compounds, 0.48% hits; AID 602248, 2012; in the data active = activation above about 15%;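 also: untransfected CHO-K1 host cells lacking M1 receptor as counterscreen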
An asterisk follows results filed as active; / = not tested or not shown; & = joins results of further samples.

1	CC(=O)c1cnc2c(-c3ccc(Cl)cc3)cnn2c1C
2	COCCCn1c(=O)c2sccc2n2c(CCCC(=O)NCc3ccc(F)cc3)nnc12
3	Cc1ccc(S(=O)(=O)NCCN2CCOCC2)c(C)c1C
4	COc1ccc(C(=O)CSc2nnc(COc3ccccc3)n2Cc2ccco2)cc1
5	COC(=O)CSC1=C(C#N)C(c2cccc(OC)c2)CC(=O)N1 (configuration not stated)
6	COc1ccc(S(=O)(=O)Nc2ccc3c(c2)C(=O)N([C@H](C)CO)C[C@H](C)[C@@H](CN(C)C(=O)Nc2ccc(C(F)(F)F)cc2)O3)cc1

screen / no.,1,2,3,4,5,6
CHO-K1 Ca PAM,-8,12,5,-5,16,12
OXTR potentiate,-10,-12,-7,-17,-1,-6
CHRM1 antagonist,-8,-8,-3,6,-14,-5
TAAR1 ag,5,-1,7,18,0,14
M1 ag,0,-4,-6,-5,-3,-5
CHO parental Ca,4,-7,-6,-12,-2,-9
CHO-K1 Ca antag,30*,-7,-12,16,-9,-7
TAAR1 antagonist,-9,-20,16,30,-11,-7
M1 ag parental,-0.6,1.6,0.5,0.9,0.9,0.1

Ordered by length of the SMILES (lowest first): part of the list above.
3	Cc1ccc(S(=O)(=O)NCCN2CCOCC2)c(C)c1C
5	COC(=O)CSC1=C(C#N)C(c2cccc(OC)c2)CC(=O)N1 (configuration not stated)
4	COc1ccc(C(=O)CSc2nnc(COc3ccccc3)n2Cc2ccco2)cc1

screen / no.,3,5,4
CHO-K1 Ca PAM,5,16,-5
OXTR potentiate,-7,-1,-17
CHRM1 antagonist,-3,-14,6
TAAR1 ag,7,0,18
M1 ag,-6,-3,-5
CHO parental Ca,-6,-2,-12
CHO-K1 Ca antag,-12,-9,16
TAAR1 antagonist,16,-11,30
M1 ag parental,0.5,0.9,0.9

The results go on.
7	COc1ccc2[nH]c(C)c(C(=O)CN3CC(C)OC(C)C3)c2c1 (configuration not stated)
8	Cc1ccccc1OCCC(=O)OCC(=O)Nc1ccc(C(N)=O)cc1
9	O=C(CCNC(=O)c1ccc([N+](=O)[O-])cc1)Nc1ccccc1N1CCCC1
10	CCOC(=O)CSc1n[nH]c(NS(=O)(=O)c2ccccc2C(F)(F)F)n1
11	O=C(CCN1C(=O)C2C3C=CC(C3)C2C1=O)Nc1ccccc1 (configuration not stated)
12	CS/C(=N\S(=O)(=O)c1cccs1)Nc1ccc(Br)cc1F

screen / no.,7,8,9,10,11,12
CHO-K1 Ca PAM,9,11,15,11,3,-14&-6
OXTR potentiate,-3,-1,-3,-2,-10,1
CHRM1 antagonist,-22,-2,-5,-10,-6,-3&5
TAAR1 ag,13,2,0,3,1,0&3
M1 ag,-4,1,-2,-4,1,7&-7
CHO parental Ca,-9,-5,-15,-20,0,-1
CHO-K1 Ca antag,-3,-6,-13,1,10,0&11
TAAR1 antagonist,-4,-13,0,-8,12,-18&-31
M1 ag parental,0.1,3.1,3.2,0.4,-0.6,0.5&0.4

From compound 11 up to 12, as listed above:
11	O=C(CCN1C(=O)C2C3C=CC(C3)C2C1=O)Nc1ccccc1 (configuration not stated)
12	CS/C(=N\S(=O)(=O)c1cccs1)Nc1ccc(Br)cc1F

screen / no.,11,12
CHO-K1 Ca PAM,3,-14&-6
OXTR potentiate,-10,1
CHRM1 antagonist,-6,-3&5
TAAR1 ag,1,0&3
M1 ag,1,7&-7
CHO parental Ca,0,-1
CHO-K1 Ca antag,10,0&11
TAAR1 antagonist,12,-18&-31
M1 ag parental,-0.6,0.5&0.4

Further records follow.
13	O=C(CCC(=O)OCc1ccc(C(=O)Oc2ccc(Cl)cc2)cc1)Nc1ccccc1
14	CCOc1cc(/C=N/NC(=O)c2cc3c(ccc4ccccc43)o2)ccc1O
15	COc1cccc2cc(C(C)N(CCCN3CCOCC3)C(=O)Nc3ccccc3)oc12 (configuration not stated)
16	CCCCCCn1nc(C(=O)OCC(=O)c2c(N)n(C)c(=O)n(C)c2=O)c2ccccc2c1=O
17	Cc1ccc(C(=O)N(CCc2ccccc2)Cc2ccccc2)cc1S(=O)(=O)N1CCOCC1
18	COc1ccc2nc(N3C(=O)C(O)=C(C(=O)c4ccco4)C3c3ccc(C)o3)sc2c1 (configuration not stated)

screen / no.,13,14,15,16,17,18
CHO-K1 Ca PAM,21,-25,6,-5,-11,-5
OXTR potentiate,-5,/,-16,-8,/,/
CHRM1 antagonist,-5,7,-9,39*,4,-9
TAAR1 ag,4,1,1,6,8,0
M1 ag,-3,-4,-3,-2,-1,-2
CHO parental Ca,6,/,-24,-15,/,/
CHO-K1 Ca antag,-11,3,-3,4,7,-6
TAAR1 antagonist,0,35,-16,78*,40,-31
M1 ag parental,1.0,3.9,0.5,5.2,2.6,0.3

19	Cc1ccc(NS(=O)(=O)c2cccc(C(=O)O)c2)cc1S(=O)(=O)N1CCCCC1
20	CCOc1ccccc1OCC(=O)NNC(=O)Cn1cnc2c1c(=O)n(C)c(=O)n2C
21	O=Cc1ccc(-c2cc(Cl)ccc2Cl)[nH]1
22	CCOC(=O)c1oc2cc(C)cc(O)c2c(=O)c1-c1csc(C)n1
23	O=C(COC(=O)c1cnc(Cl)c(Cl)c1)NCc1ccc2c(c1)OCO2
24	COC(=O)C(C)Oc1cc(OC(C)C(=O)OC)c2c(C)c(Cl)c(=O)oc2c1 (configuration not stated)

screen / no.,19,20,21,22,23,24
CHO-K1 Ca PAM,15,6,-12,2,15,-1
OXTR potentiate,6,-6,4,-4,-10,-22
CHRM1 antagonist,-14,-1,10,2,-6,11
TAAR1 ag,-3,5,1,-1,4,-2
M1 ag,-2,0,-4,-3,-1,-7
CHO parental Ca,-1,-4,-12,-6,-4,-6
CHO-K1 Ca antag,-2,-6,24,2,-13,-6
TAAR1 antagonist,12,-3,-1,-13,-16,-9
M1 ag parental,-0.1,0.2,-0.7,0.1,4.1,0.8

25	CN(C)/C=C/C(=O)c1ccc(Br)s1
26	CCOc1ccc(NC(=O)c2ccc3c(=O)n4c(nc3c2)CCCCC4)cc1
27	CCc1nc2c(OCC(=O)c3ccc(Cl)cc3Cl)cccn2c1N(C=O)Cc1ccc(OC)cc1
28	CCOC(=O)c1cnc2c(C)c(C)ccc2c1NCCN1CCOCC1
29	COc1ccc(S(=O)(=O)N(C)C2CCN(C)CC2)cc1
30	O=S(=O)(c1cccc2cccnc12)N1CCN(Cc2ccc3c(c2)OCO3)CC1

screen / no.,25,26,27,28,29,30
CHO-K1 Ca PAM,-2,4,5,10,-7,8
OXTR potentiate,-2,-6,/,/,1,-6
CHRM1 antagonist,-5,-12,2,-26,26,-6
TAAR1 ag,-1,1,1,1,1,13
M1 ag,-1,-4,-6,-9,-7,-5
CHO parental Ca,-13,-9,/,/,9,-13
CHO-K1 Ca antag,-1,-3,-5,-8,7,3
TAAR1 antagonist,-4,-4,16,-13,-12,-13
M1 ag parental,0.6,0.7,0.7,0.7,0.1,0.1

31	COCC(C)N=CC1=C(O)CC(C)(C)CC1=O (configuration not stated)
32	Cc1cc(C)c(C)c(S(=O)(=O)NC2CCN(Cc3ccccc3)CC2)c1C
33	CCOC(=O)Cc1csc(NC(=O)CN2CCOCC2)n1
34	CS(=O)(=O)N(CCc1ccccc1)CC(=O)NCc1ccccc1
35	Cc1noc(C)c1NC(=O)Nc1ccc2c(c1)C(=O)N([C@H](C)CO)C[C@H](C)[C@H](CN(C)C)O2
36	CCOc1ccccc1Nc1nc(N2CCCC2)nc(N2CCOCC2)n1

screen / no.,31,32,33,34,35,36
CHO-K1 Ca PAM,16,9,-20,22,-12,7
OXTR potentiate,6,-8,1,0,6,-7
CHRM1 antagonist,-5,22,-12,0,-7,0
TAAR1 ag,1,6,1,5,1,29
M1 ag,-8,-7,1,-5,-6,0
CHO parental Ca,-7,-21,-1,-18,-6,-4
CHO-K1 Ca antag,-2,-3,6,-4,-13,-10
TAAR1 antagonist,11,-4,-5,2,-5,13
M1 ag parental,0.2,4.3,-0.6,0.5,0.2,0.5

37	COc1ccc(C(=O)N/N=C\C(C)=C\c2ccccc2)cc1OC
38	O=C(NCc1ccco1)c1cccc(C(F)(F)F)c1
39	CCc1ccc(N2CC(C(=O)Nc3cc(C)on3)CC2=O)cc1 (configuration not stated)
40	COc1cccc(Nc2nc(-c3sc(C)nc3C)cs2)c1
41	Cc1ccc(NC(=S)NNC(=O)CSc2nc3ccccc3c(=O)n2-c2ccc(C)cc2)cc1
42	CCOc1ccc(/C=N/NC(=O)c2nnn(-c3nonc3N)c2COc2ccc(F)cc2)cc1

screen / no.,37,38,39,40,41,42
CHO-K1 Ca PAM,11,5,-12,8,22,-19
OXTR potentiate,-3,4,6,-3,-3,-12
CHRM1 antagonist,-7,4,19,-23,-4,-6
TAAR1 ag,17,-1,3,-1,0,3
M1 ag,-1,-3,-2,-5,-8,-2
CHO parental Ca,2,-7,-7,-8,-13,-14
CHO-K1 Ca antag,-5,-10,-1,-1,-14,12
TAAR1 antagonist,11,-4,-17,27,-6,-11
M1 ag parental,2.1,0.6,-1.0,2.1,0.9,-0.2

43	CCCc1cc(=O)[nH]c(SCC(=O)Nc2ccc(S(=O)(=O)N3CCCC3)cc2)n1
44	COc1ccc(NC(=O)C2(C)Cc3c(-c4ccc(C(N)=O)cc4)ccnc3O2)cn1 (configuration not stated)
45	CCO[C@@H]1OC(C(=O)NCc2ccccc2)=C[C@H](c2ccccc2)[C@H]1CCCO
46	N/C(=N/OCc1cccc([N+](=O)[O-])c1)c1nonc1N
47	COc1ccc(-c2coc3c(C(=O)NCCN(C)C)cccc23)c(C)c1
48	O=C(CSc1ccccc1Cl)c1ccco1

screen / no.,43,44,45,46,47,48
CHO-K1 Ca PAM,-2,16,15,21,13,-7
OXTR potentiate,-5,/,-8,-4,/,-12
CHRM1 antagonist,-2,-4,-9,2,-16,1
TAAR1 ag,1,2,11,4,4,14
M1 ag,-5,-3,-6,-6,-1,-1
CHO parental Ca,-4,/,-22,-1,/,-6
CHO-K1 Ca antag,5,-1,-17,-6,-16,21
TAAR1 antagonist,-1,8,12,-6,-3,9
M1 ag parental,1.0,0.7,1.1,1.0,3.4,-0.3

Hits appear at their usual frequency. About 4.2% of those tested had a hit in this group.
